# From PubChem
# CF NFkB inh: inhibitors of cystic fibrosis induced NF-kB; inhibition, % at 5 µM; 360,000 tested, 0.86% active; KKLEB NF-kB-GFP reporter, PAF-induced, GFP fluorescence overnight;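 active = at least 50% inhibition at 5 µM, scaled per plate between neutral and stimulator controls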;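 also: PAF is a Pseudomonas aeruginosa culture filtrate used as stimulus; plate controls were PAF-stimulated DMSO wells for no effect and unstimulated DMSO wells for full effect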
# TWEAK Fn14 block: TWEAK-Fn14 signaling inhibition; TWEAK-stimulated Fn14 reporter cells, luciferase luminescence, 8 h; inhibition, % at 10 µM; 360,000 tested, 2% active; in the data active = inhibition above about 50%
# Peg3 prom inh: Peg3 promoter activity inhibition; HeLa PEG-Prom luciferase reporter, luminescence, overnight; 360,000 tested, 1.7% active; inhibition, % at 20 µM; AID 588405;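 active = inhibition of at least 50% at 20 µM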
# KKLEB tox: CF airway cell cytotoxicity counter-screen. KKLEB CF airway cells viability, ATPlite luminescence, overnight; stronger effect = lower value; cells stimulated with P. aeruginosa culture filtrate. activity change (cytotoxicity), % at 5 µM. 360,000 tested, 0.36% active. AID 602141;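 active = corrected activity change at or below -50% at 5 µM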
# NR2E3 ag-1: activates human photoreceptor nuclear receptor NR2E3 | inhibition of corepressor binding, % at 4.78 µM | Q9Y5X4 | 320,000 tested, 0.12% active | AID 2300 | GST-NR2E3/biotin-RetCOR TR-FRET, 1536-well;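 active = percent inhibition above the cutoff of mean plus 3 SD of all tested compounds, set per screening campaign, cut at about 20% in these data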;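 also: 0% = DMSO wells and 100% = biotin wells as full block of FRET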
# Target sequence (Q9Y5X4 whole entry, looked up): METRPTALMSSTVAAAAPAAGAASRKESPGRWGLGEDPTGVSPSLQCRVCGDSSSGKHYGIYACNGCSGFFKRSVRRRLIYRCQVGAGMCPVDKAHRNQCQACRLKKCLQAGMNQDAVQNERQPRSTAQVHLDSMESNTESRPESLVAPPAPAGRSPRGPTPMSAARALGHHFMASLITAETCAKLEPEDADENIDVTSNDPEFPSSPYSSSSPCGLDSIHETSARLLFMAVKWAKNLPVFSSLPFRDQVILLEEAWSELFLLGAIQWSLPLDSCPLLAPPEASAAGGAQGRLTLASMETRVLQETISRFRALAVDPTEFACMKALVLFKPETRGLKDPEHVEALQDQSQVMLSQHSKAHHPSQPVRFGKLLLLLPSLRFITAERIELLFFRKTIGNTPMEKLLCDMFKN
#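 Test system: GST-NR2E3 and biotin-RetCOR proteins | Quantity: 1.35 nM GST-tagged NR2E3 final | Medium: Tris pH 7.5 | Also added: 7 nM biotin-RetCOR | Dosing: Compound at 4.8 µM, single dose | Timing: 5 h at 4 °C | Detection: Time-resolved FRET | Read-out basis: Percent inhibition | Benchmarks: Biotin wells as high control, 0.6% DMSO wells as low control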
# TRPM1 prom inh: MITF TRPM1 promoter inhibition in SK-MEL-5 cells; SK-MEL-5 TRPM1 promoter luciferase, 24 h; inhibition, % at 12.5 µM; 330,000 tested, 0.83% active; AID 488899;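 active = mean inhibition across replicates of 60% or more, whatever share of single replicates reaches that level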; also: values of inactives mirror those of a sister screen read the other way
# TROY NFkB inh: inhibitors of TROY-dependent NF-kB signaling. Q293 LMP1-TROYcd NF-kB luciferase reporter, 4 h. inhibition, % at 10 µM. 360,000 tested, 0.98% active;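 active = compounds whose plate-normalised and pattern-corrected inhibition of the luciferase reporter signal at the single screening dose is 50% or more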
# HIF-2a inh: inhibitors of HIF-2a; 786-0 RCC cells HIF-2a reporter, luciferase luminescence, overnight; inhibition, % at 18.8 µM; 360,000 tested, 0.72% active;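 active = inhibition of the luminescence signal of 40% or more relative to plate controls, in a single-dose primary screen at 18.75 µM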
# C8 TRAIL sens: sensitizes caspase-8 expressing cells to TRAIL; NB7+C8 cells + TRAIL, ATPlite viability luminescence; inhibition (viability loss, TRAIL sensitization), % at 10 µM; 360,000 tested, 1% active; AID 624354;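 active = compounds causing at least 50% loss of cell viability in the single-dose screen, relative to plate controls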
# NR2E3 ag-2: activates human NR2E3 receptor. Q9Y5X4. CHO-S Gal4-NCOR/VP16-NR2E3 two-hybrid, luciferase. inhibition of corepressor binding, % at 3.98 µM. 360,000 tested, 0.35% active. AID 602229;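 active = inhibition above the mean of all tested compounds plus 3 SD, cut at about 70% in these data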;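 also: 0% = DMSO with NR2E3 transfected cells and 100% = cells lacking NR2E3 construct; higher means lower luciferase signal from less NR2E3 corepressor binding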
# Shn3 inh set2: inhibitors of Schnurri-3 3'UTR reporter in osteoblasts; Clone20 osteoblast Shn3 3'UTR firefly luciferase, 24 h; 360,000 tested, 0.52% active; AID 588674; inhibition, % at 12.5 µM;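 active = mean inhibition of at least 75% with every replicate also reaching 75%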;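 also: 0% = median of neutral control wells and 100% = pilot-screen positive control compound; some compounds past the cut are filed as inactive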
# * hit, by the source's call; . = not tested or not shown.
SMILES,CF NFkB inh,TWEAK Fn14 block,Peg3 prom inh,KKLEB tox,NR2E3 ag-1,TRPM1 prom inh,TROY NFkB inh,HIF-2a inh,C8 TRAIL sens,NR2E3 ag-2,Shn3 inh set2
Cc1c(OC(C)C(=O)NCCCn2ccnc2)ccc2c3c(c(=O)oc12)CCC3 (stereo not given),2,-25,11,-1,-3,-7,10,-2,-1,3,-16
COc1ccc(OC)c(C(=O)CN2CCN(S(=O)(=O)c3ccc(Br)cc3)CC2)c1,10,-12,-4,-9,-2,4,-3,5,0,-8,6
CCOc1ccc(C(=O)Nc2ccc(N3CCN(C(C)=O)CC3)cc2)cc1[N+](=O)[O-],6,4,4,0,1,0,0,-3,-10,-15,7
Cc1noc(C)c1C(=O)OCC(=O)Nc1cccc(S(=O)(=O)N(C)C)c1,-7,-5,4,8,0,9,-9,0,-18,14,-1
CCC(CC)c1nnc(NC(=O)c2cccnc2SC)s1,-15,-18,-6,-3,-1,5,2,2,-2,12,-25
COc1ccc(NC(=O)c2cc(S(=O)(=O)N3CCCCC3)c[nH]2)cc1Cl,-43,4,36,-2,-2,.,6,13,-4,24,25
CCN(CC(=O)Nc1c(F)cccc1F)C(=O)Cn1c(=O)cnc2ccccc21,5,7,1,16,5,0,0,12,16,-24,-7
CC(C)Cn1[nH]c2c3c(ccc2c1=O)C(=O)c1ccccc1C3=O,-28,13,-57,1,-20,55,36,-128,20,-58,6
Cc1cc(C)nc(-n2nc(C)cc2NC(=O)CNC(C)c2ccccc2)n1 (stereo not given),-5,-14,-20,-7,-4,-1,-7,-4,3,-11,23
Cc1ccccc1OCCC(=O)N(Cc1ccccc1)c1c(N)n(Cc2ccccc2)c(=O)[nH]c1=O,18,16,24,-12,1,7,20,17,1,-9,17
CN(Cc1c(C(=O)N/N=C/c2ccccc2F)nnn1-c1nonc1N)c1ccccc1,26,-17,12,-19,3,8,26,3,5,-10,-8
COc1ccc(NC(=O)CSc2nnc(NC(C)=O)s2)c([N+](=O)[O-])c1,4,-15,-2,1,4,-17,20,8,-5,-11,25
CCCCn1c(N)c(N(CCC(C)C)C(=O)C2CC(=O)N(Cc3ccc(C)cc3)C2)c(=O)[nH]c1=O (stereo not given),3,33,2,-2,4,8,-6,2,9,15,1
O=[N+]([O-])c1cccc(-c2nn(-c3ccccc3)cc2CO)c1,-26,-2,-36,-1,-5,-21,-18,-79,-5,-38,10
COc1cccc(C(=O)Nc2cc(=O)n(C)c(=O)n2C)c1,6,17,1,1,1,-3,1,13,-1,-40,-25
O=C(Cc1ccc(Cl)cc1)Nc1ccc(CN2CCCCC2)cc1,4,-1,-1,-6,-3,-4,-18,12,-4,2,16
COc1ccc(N2CCN(C(=O)CNS(=O)(=O)c3ccc(Br)s3)CC2)cc1,10,-2,2,-32,3,2,17,8,3,5,-5
Cc1nnc(N2C(=O)C(=O)/C(=C(\O)c3ccc4c(c3)CC(C)O4)C2c2ccccc2)s1 (stereo not given),10,35,17,8,0,-22,57*,-43,10,1,-23
c1ccc(-c2nnc3sc(Cc4cccs4)nn23)cc1,15,0,-37,-3,-2,-15,-33,-61,9,-41,-5
COC(=O)CN1C(=O)[C@@H]2[C@H](C1=O)[C@@H]1CC(C(=O)OC)=C[C@@H](C(=O)OC)[C@@H]3C1=C(C(=O)[C@@]3(C)NC(=O)c1ccccc1)[C@@H]2C,-9,3,0,16,3,0,-8,7,-7,-4,1
COc1ccc(-c2nc3c(C)cc(Br)cn3c2Cc2cccc(Cl)c2)cc1OC,7,7,-13,-10,.,.,19,-52,4,-23,16
CCCS(=O)(=O)NC(=O)C1(C)CCCN(C(=O)c2cccc(Cl)c2)C1 (stereo not given),1,-8,-6,-1,.,.,17,4,0,9,3
CC(C)(C)NC(=O)C1Cc2ccccc2CN1 (stereo not given),-15,-1,18,-4,3,0,21,11,5,11,-1
O=C(CSc1nccc(=O)[nH]1)Nc1cccc(S(=O)(=O)N2CCOCC2)c1,-8,7,-4,5,1,14,-3,2,14,-25,9
CCOC(=O)N1CCN(C(=O)c2cc(COc3cccc(C(F)(F)F)c3)on2)CC1,23,-24,-232,-19,-1,-50,-49,-224,-1,-77,-119

# Later entries:
SMILES,CF NFkB inh,TWEAK Fn14 block,Peg3 prom inh,KKLEB tox,NR2E3 ag-1,TRPM1 prom inh,TROY NFkB inh,HIF-2a inh,C8 TRAIL sens,NR2E3 ag-2,Shn3 inh set2
COc1ccc(CNC(=O)C(C)N(Cc2ccco2)C(=O)c2snc(C(N)=O)c2N)cc1 (stereo not given),2,2,-7,-11,0,-1,20,4,-7,33,15
O=C(CNC(=O)c1ccc(Br)cc1)OCc1cc([N+](=O)[O-])cc2c1OCOC2,-4,-31,7,-2,1,10,5,13,-1,4,14
CN(c1ccc(C(=O)NCCSCc2ccc(Cl)cc2)cc1)S(=O)(=O)c1ccccc1,-8,2,11,0,2,-10,28,25,-6,0,19
COc1ccc(/C=N/NC(=O)CCn2nc(C)cc2C)cc1,4,-17,6,0,0,5,0,21,-13,5,-6
O=[N+]([O-])c1cc(S(=O)(=O)Nc2ccccc2)ccc1-n1nnc2ccccc21,-1,-1,1,-1,4,4,11,24,4,9,10
CN(C)S(=O)(=O)c1ccc(C(=O)NCCS(=O)(=O)N2CCN(c3ccc(F)cc3)CC2)cc1,18,28,2,-2,0,7,6,10,18,-10,31
COc1ccc(/C=N/n2c(-c3ccc(C)cc3)n[nH]c2=S)cc1OC,13,-49,20,-1,-2,-15,-6,12,-18,-33,16
Fc1ccc(C(CCCn2nnc(-c3cccnc3)n2)c2ccc(F)cc2)cc1,-26,32,3,4,0,3,19,-7,24,52,44
Cc1c(C(=O)NCc2ccccn2)oc2ccc(S(=O)(=O)N3CCOCC3)cc12,-1,19,20,-5,0,-2,0,1,7,10,-17
CCCOc1ccc(-c2c(C(=O)N/N=C/C3CC=CCC3)nnn2-c2nonc2N)cc1 (stereo not given),-18,-14,30,4,1,1,7,9,-6,-4,0
Cc1cc(Nc2ccc(N(C)C)cc2)n2ncnc2n1,2,9,-28,-2,-2,9,-19,-36,0,2,-92
COc1ccc2c(CCNC(=O)CN3C(=O)c4ccccc4C3=O)c[nH]c2c1,18,8,8,-5,-3,-7,-24,21,-4,14,0
CCOC(=O)c1c(N)sc(C(=O)OCCOC)c1C,-10,1,-147,9,4,-41,-53,-149,-7,-15,1
CC(=O)c1cccc(NC(=O)N2C3CCC2CC(O)(c2cccnc2)C3)c1 (stereo not given),2,9,4,-17,-2,0,-16,14,-17,8,1
CC(C)N(C)Cc1nnnn1CC(=O)N(C)Cc1cccc(Cl)c1,10,4,-4,-11,-4,-1,2,14,11,-32,-2
CC1(C)Cc2c(C#N)c(SCc3ccccc3)nc(N3CCOCC3)c2CO1,12,12,41,1,0,2,-1,30,5,2,12
Cc1[nH]c2ccccc2c1C1C(c2ccccc2)=NN=C(C(C)C)N1O (stereo not given),11,1,5,-16,-3,11,-20,-12,-16,-22,10
O=C(O)c1cccc(S(=O)(=O)N2CCc3ccccc3C2)c1,-6,15,14,11,-5,-8,-10,14,13,9,-13
COc1ccccc1CN1CC(C(=O)NCCN2CCNC2=O)CCC1=O (stereo not given),-2,-11,-5,-6,1,5,-23,8,-14,1,-5
COc1cc(NC(=O)CN2C(=O)NC(c3ccccc3)(c3ccccc3)C2=O)c(C)cc1[N+](=O)[O-],4,22,23,1,-1,-3,18,8,3,2,8
CCOC(=O)c1c(NC(=O)C2CCCO2)sc(C(N)=O)c1C (stereo not given),-5,-9,6,-7,-2,0,7,8,-6,-31,16
CC(=NCCc1ccccc1)C1=C(O)CCC1=O,-8,-7,12,1,1,0,-11,2,-6,7,-10
Cc1ccc(-c2csc(NC(=O)C3=COCCO3)n2)cc1,2,-4,-323,-3,-1,-72,-38,-242,12,-120,-88
Cc1ccc(N=Nc2ccc(N)cc2C)c(S(N)(=O)=O)c1,-15,-14,-259,7,-5,-37,17,-256,-9,-93,1
CCCSc1cc(N)cc([N+](=O)[O-])c1,-1,-14,10,-40,3,-6,10,-1,-3,-13,-8

# Other results
SMILES,CF NFkB inh,TWEAK Fn14 block,Peg3 prom inh,KKLEB tox,NR2E3 ag-1,TRPM1 prom inh,TROY NFkB inh,HIF-2a inh,C8 TRAIL sens,NR2E3 ag-2,Shn3 inh set2
COc1ncnc2c1ncn2CCCNc1ccc(C)c(C)c1,-4,9,11,4,.,.,0,-23,-11,-10,9
O=C(O)c1cc([N+](=O)[O-])ccc1-c1ccc([N+](=O)[O-])cc1C(=O)O,25,8,10,2,.,.,-11,3,6,-19,9
COc1ccccc1NC(=O)Cn1c(=O)oc2ccccc21,19,31,7,-6,1,-1,-11,-20,5,31,-18
CC(=O)Nc1cccc(C(=O)NC2CCCc3c2cnn3-c2cc(C)cc(C)c2)c1 (stereo not given),17,-25,-48,-6,-4,5,-28,-24,-3,-8,-12
CC1=CC(C)(C)N2C(=O)C3(NCCc4c3[nH]c3ccccc43)c3cccc1c32 (stereo not given),-6,14,11,-15,0,15,7,15,0,-9,24
CC(C)C[C@H]1COc2cccc(N(C)CCO)c2S(=O)(=O)N1,.,9,.,.,.,.,-2,-1,-12,12,.
CC(C)CCc1c(O)nc(SCC(=O)N2CCCCCC2)[nH]c1=O,9,11,12,-4,0,-7,7,16,10,-15,-10
COc1ccc(NS(=O)(=O)c2ccc(C)c(NC(=O)NC3CCCCC3)c2)cc1,-3,2,4,-3,-2,8,0,9,8,-16,4
CC(C)(C)c1cc(NS(=O)(=O)c2ccc3c(c2)OCCO3)on1,3,12,19,-18,0,4,21,14,5,-1,2
CCC(NC(=O)c1ccccc1NC(=O)c1ccccc1)C(=O)O (stereo not given),12,-15,-11,6,1,7,-13,8,-9,1,4
O=C(OCc1cc(=O)n2c(n1)sc1ccccc12)c1cccc(O)c1,-32,-50,-178,5,0,-33,-27,-195,-5,-42,-32
CCn1ccc(C(=O)NC2=C(C#N)CCC2)n1,-1,-9,-11,9,0,-12,5,2,-3,-16,-19
NC(=O)c1ccc(NC(=O)COC(=O)CCCOc2ccccc2)cc1,30,-7,13,3,.,-8,2,23,-6,5,-10
CCc1ccc2c(c1)C(c1ccc(N3CCOCC3)cc1)=NNC(c1ccncc1)=N2,0,-1,4,0,3,1,-4,16,-12,-17,23
CN1CCc2c(sc3nc(NN)n(Cc4ccccc4)c(=O)c23)C1,6,19,20,-1,1,2,14,17,0,-24,.

# Some of the compounds tested; rates above refer to the full screens.
